Screening data deposited in PubChem by National Center for Advancing Translational Sciences (NCATS).
IkB signaling = IkB pathway inhibition in ABC-DLBCL cells | ABC-DLBCL IkBa-CBG/CBR dual luciferase ratio, 4 h; response scale: scaled: untreated 0%, proteasome inhibitor 100% | Potency, µM (top dose mostly 57.1 µM), without a hit: at the highest dose IkBa stabilization activation | actives 0.04% (n = 110,000); active = well fitted curve in the direction sought with a large enough effect in the signal ratio, not every such curve was filed as active; inconclusive = small, poorly fitted or top-dose-only effect, or a change in a side signal; the % refers to the signal ratio;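 also: the direction sought is a rising ratio; 0% = basal untreated cells and 100% = reference inhibitor full response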
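Luminescence ratio of IκBα-fused green versus native red beetle luciferase in OCI-Ly3 cells, 4 h post-doxycycline with compound; red signal alone, scaled from basal (0%) to zero light (-100%), flagged nonspecific or cytotoxic effects.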
p53ts 32C tox = p53ts cell cytotoxicity, permissive temperature | actives 0.93% (n = 130,000) | H1299-p53A138V at 32C, ATP luminescence viability, 24 h | Potency, µM (top dose mostly 46.1 µM), for inactives: top-dose activity change, negative = cytotoxicity, most hits filed as cytotoxic | AID 924;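 also: 0% = DMSO and -100% = full killing by reference compound; nearly all actives have a fitted effect of over 55% in size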
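Viability by ATPlite luminescence after 24 h compound treatment (up to 46 uM) at the permissive 32C. Cells are H1299 carrying p53 A138V. Scale runs from DMSO basal to 100 uM tamoxifen as full kill; AC50 from Hill fits.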
Peg3 imprint = induces erasure of genomic imprints in mouse ES cells. mouse ES Peg3-LacZ reporter, beta-gal luminescence, 40 h. Potency, µM (top dose mostly 60.7 µM), for the others: at the top dose activity change, positive = activation, most hits filed as activators. actives 0.02% (n = 110,000). AID 1948;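 also: 0% = negative control wells on the plate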
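Readout: BetaGlo luminescence (5 min, room temp) for LacZ from the normally silent maternal Peg3 allele in female Peg3LacZ-Neo ES cells. Cells 300/well, 40 h, 37C, 5% CO2. Data normalized per plate to negative controls.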
p53ts 39C tox = p53ts cell cytotoxicity, nonpermissive temperature | Potency, µM (highest dose often 46.1 µM), inactives show at the highest dose activity change, negative = cell killing, most hits filed as cytotoxic | actives 1.5% (n = 130,000) | AID 902 | H1299-p53A138V viability at 39C, ATP luminescence, 24 h; also: nearly all actives have a fitted effect of over 55% in size
* hit, by the source's call; ? = inconclusive; . = not tested or not shown; [ ] = remark or other dose. Unless noted, calls follow the shape of the dose curve; as a rule, active = well fitted curve in the direction sought with a large enough effect; inconclusive = small, poorly fitted or top-dose-only effect, or another doubt; inactive = no such curve, though single readings can be large; an effect the other way counts as inactive or inconclusive. Unless noted, % is scaled to controls: 0 for no effect and ±100 for the full control effect; potency is read from the fitted curve at half-maximal effect.

Short forms – A = IkB signaling; B = p53ts 32C tox; C = Peg3 imprint; D = p53ts 39C tox
COc1ccc(S(=O)(=O)n2nc(C)c(S(=O)(=O)N3CCC(C)CC3)c2C)cc1OC
  A = ?; B = 3%; C = 3%[10.9 µM]; D = -4%

S=c1nc(C2CCCCC2)[nH][nH]1
  A = 2.5%; B = 1%; C = 4%; D = 0%

CCCCOC(=O)Sc1nc2ccccc2o1
  A = ?; B = -13%; C = -33%[inhibitor]; D = -10%

CC(=O)Nc1ccc(Nc2nc3c(S(=O)(=O)c4cccc(Cl)c4)nnn3c3ccsc23)cc1
  A = -1.3%; B = 10%; C = -17%[10.9 µM]; D = -15%

Cc1cc(S(=O)(=O)Nc2ccccc2C)ccc1F
  A = 2.7%; B = -1%; C = -3%; D = 12%

COc1ccc(NC(=O)Cn2cnc3sc(C)c(S(=O)(=O)N4CCN(C)CC4)c3c2=O)cc1OC
  A = 0.9%; B = -5%; C = -4%[10.9 µM]; D = 6%

Cc1ccc(CNC(=O)CCCCn2c(=O)c3ccccc3n(Cc3ccc(Cl)cc3)c2=O)cc1
  A = 0.1%; B = -16%; C = 8%[10.9 µM]; D = ?

CC1(C)OC(=O)N(c2cccnc2)C1(C)O (stereo not drawn)
  A = 1.4%; B = -9%; C = -6%; D = -6%

Cc1ccc(NC(=O)CSc2ccc(-c3ccccn3)nn2)cc1F
  A = 1.2%; B = -14%; C = -14%[10.9 µM]; D = -19%

CN1CCN(c2ncc3ncc(=O)n(C[C@H]4CCCO4)c3n2)CC1
  A = -0.3%[11.4 µM]; B = 4%; C = 11%; D = 2%

O=C(C1COc2ccccc2O1)N1CCN(c2nc3c(F)cccc3s2)CC1 (stereo not drawn)
  A = 2.9%; B = -3%; C = -7%[10.9 µM]; D = -1%

CCC(=O)Nc1nc(C)c(C(=O)N2CCCCC2)s1
  A = -0.2%; B = 11%; C = -10%; D = 11%

Cc1ccc(NC(=O)Cn2cc(C(=O)c3cccs3)c3ccccc32)cc1C
  A = ?; B = 19%; C = 2%[10.9 µM]; D = 3%

Cc1cc(NC(=O)CC(C)(C)C)nc2c1c(=O)oc1ccccc12
  A = -2.4%; B = 2%; C = -15%; D = 1%

COc1ccc(N2CCN(S(=O)(=O)CCNC(=O)C3CC(=O)N(c4ccccc4)C3)CC2)cc1 (stereo not drawn)
  A = 2.0%; B = 6%; C = -6%[10.9 µM]; D = ?

Three compounds out of the list, ordered by count of non-hydrogen atoms, falling.
Short forms – A = IkB signaling; B = p53ts 32C tox; C = Peg3 imprint; D = p53ts 39C tox
COc1ccc(NC(=O)Cn2cnc3sc(C)c(S(=O)(=O)N4CCN(C)CC4)c3c2=O)cc1OC
  A = 0.9%; B = -5%; C = -4%[10.9 µM]; D = 6%

COc1ccc(N2CCN(S(=O)(=O)CCNC(=O)C3CC(=O)N(c4ccccc4)C3)CC2)cc1 (stereo not drawn)
  A = 2.0%; B = 6%; C = -6%[10.9 µM]; D = ?

S=c1nc(C2CCCCC2)[nH][nH]1
  A = 2.5%; B = 1%; C = 4%; D = 0%

New compounds follow.
Short forms – A = IkB signaling; B = p53ts 32C tox; C = Peg3 imprint; D = p53ts 39C tox
Cc1ccc(NC(=O)CN2CCC3(O)CCCCC3C2c2ccc3c(c2)OCO3)c(C)c1 (stereo not drawn)
  A = ?; B = 5%; C = 2%; D = 2%

CCOC(=O)c1c(NC(=O)/C=C/c2ccc(C)cc2)sc2c1CCCC2
  A = -1.7%; B = -5%; C = -7%[10.9 µM]; D = 18%

CCc1ccc(C2CC(=O)c3c([nH]c(C(=O)OCc4ccc(C)cc4)c3C)C2)cc1 (stereo not drawn)
  A = -0.2%; B = 6%; C = -13%[10.9 µM]; D = -22%

CCOc1ccc2nc(N3CCCC(C(=O)NCCc4ccc(SC)cc4)C3)sc2c1 (stereo not drawn)
  A = 1.0%; B = 4%; C = -7%[10.9 µM]; D = ?

C=C(C)Cn1c(=O)c2c(nc3n2CCN3c2cc(C)cc(C)c2)n(C)c1=O
  A = 5.2%; B = -3%; C = -9%[10.9 µM]; D = -21%

CCc1ccccc1NC(=O)CSc1nc2ccccc2n1CC(=O)N(C)C
  A = 0.7%; B = 11%; C = -4%; D = 1%

O=C(CN1C(=O)C2CCCCN2c2ccc(C(=O)N3CCCC3)cc21)NCc1cccc(Cl)c1 (stereo not drawn)
  A = ?; B = 4%; C = -10%[10.9 µM]; D = ?

COc1ccc(CNc2ccnc(-c3cccc(C#N)c3)n2)c(OC)c1
  A = 3.1%[11.4 µM]; B = 38%[activator]; C = -16%; D = 0%

CC(=O)NC(CC(=O)O)C(=O)NC(CCC(=O)O)C(=O)O (stereo not drawn)
  A = .; B = -1%; C = 6%; D = 12%

Cc1cc(C(=O)COC(=O)C2COc3ccccc3O2)c(C)n1CC1CCCO1 (stereo not drawn)
  A = -1.3%; B = -6%; C = -9%; D = -6%

O=C(O)C1CCC(=O)N1Cc1ccccc1Cl (stereo not drawn)
  A = 0.7%; B = 3%; C = 0%; D = 1%

CCOCCCNC(=O)c1ccc2c(=O)n(CCc3ccc(OC)c(OC)c3)c(=O)[nH]c2c1
  A = -0.4%; B = 14%; C = -9%[10.9 µM]; D = 0%

CC(C)CCNC(=O)NC(=O)COc1ccccc1C#N
  A = ?; B = -2%; C = -14%; D = -4%

Cc1ccsc1C(=O)OCC(=O)Nc1sccc1C(N)=O
  A = 9.4%; B = -16%; C = -57%[inhibitor]; D = ?

COc1cc(C(=O)N2CCN(Cc3ccccc3C(F)(F)F)CC2)cc(OC)c1OC
  A = 1.6%; B = 3%; C = -8%; D = 3%

CCOc1cc(CO)ccc1OCC(=O)N1CCCCC1
  A = -0.9%; B = 5%; C = -1%; D = -4%

CC1CCCN(c2nc3c(c(=O)[nH]c(=O)n3C)n2Cc2ccccc2Cl)C1 (stereo not drawn)
  A = 0.8%; B = 6%; C = -16%; D = 25%

CN(C)CCCN1C(=O)C(=O)/C(=C(/O)c2ccncc2)C1c1ccccc1 (stereo not drawn)
  A = 2.6%; B = -1%; C = -2%; D = 4%

COc1ccc(NCc2nnc(SCC(=O)N3CCCc4ccccc43)o2)cc1
  A = 4.6%; B = -7%; C = .; D = -14%

CCC(=O)N1c2ccccc2NC2=C(C(=O)CCC2)C1c1ccc(N(C)C)cc1 (stereo not drawn)
  A = 0.5%; B = -4%; C = -2%; D = -16%

O=C(NCCCn1ccnc1)c1cccnc1
  A = .; B = -3%; C = .; D = 15%

COCCNC(=O)c1nn(-c2cc(OC)cc(OC)c2)c(=O)c2ccccc12
  A = -0.4%; B = 14%; C = -13%; D = -12%

CC(C)(C)OC(=O)N1CCC(c2c(C(=O)NCc3ccco3)cnn2-c2ccccc2Cl)CC1
  A = ?; B = 9%; C = -7%[10.9 µM]; D = -10%

CCCCCCCCC(=O)Nc1cc(C)ccc1OC
  A = .; B = -5%; C = .; D = -4%

CCc1ccccc1NC(=O)Cn1nc(-c2cc(C)ccc2C)c2c(c1=O)CCCC2
  A = -3.7%; B = 25%; C = -7%[10.9 µM]; D = -18%

CC1CCCCC1NC(=O)C(=O)NCC1CCCO1 (stereo not drawn)
  A = .; B = -1%; C = .; D = 28%

CCC(CC)c1nn2c(=O)cc(COc3ccc(NC(=O)c4ccc(C)cc4)cc3)nc2s1
  A = 0.1%; B = -10%; C = -11%[10.9 µM]; D = 5%

OC[C@@H](O)[C@@H](O)[C@@H](O)[C@@H](O)c1nc2ccc(Cl)cc2[nH]1
  A = 2.3%[11.4 µM]; B = 5%[9.22 µM]; C = -4%[10.9 µM]; D = 0%[9.22 µM]

COc1ccc(-c2cc(=O)[nH]c(NCc3ccccc3)n2)cc1
  A = -1.4%; B = 8%; C = -12%; D = -5%

CCCCn1ccc(=O)c2c(C(F)(F)F)nccc21
  A = 0.0%; B = 6%; C = -14%; D = 2%

Cc1nc(-c2ccc(F)cc2)sc1CCNC(=O)C(=O)Nc1ccc2c(c1)OCCO2
  A = 0.2%; B = -13%; C = -2%[10.9 µM]; D = -28%

CCN(CC)CCCNC(=O)c1ccc2nc(N3CCCCC3)sc2c1
  A = -0.3%; B = -5%; C = -18%[10.9 µM]; D = -9%

CN(C)c1ccc(C2N([C@H](C#N)c3ccc(N(C)C)cc3)CCCN2[C@@H](C#N)c2ccc(N(C)C)cc2)cc1 (stereo partly drawn)
  A = -0.7%[11.4 µM]; B = -7%[9.22 µM]; C = -9%[10.9 µM]; D = 8%[9.22 µM]

COc1ccc(NC(=O)C2CCCN2C(=O)Nc2ccccc2)cc1OC (stereo not drawn)
  A = .; B = 2%; C = .; D = -11%

CCOCCOc1nc2c(c(=O)n(C)c(=O)n2C)n1CCc1ccccc1
  A = 4.5%; B = -12%; C = .; D = 7%

COc1cccc(N2CCN(C3=NS(=O)(=O)C(c4ccc(C)cc4)=C3C)CC2)c1
  A = -2.6%; B = 0%; C = 1%[10.9 µM]; D = -4%

CCOc1ccc(Nc2cc(=O)n(C)c(=O)n2C)cc1
  A = .; B = 4%; C = .; D = -3%

O=C(COc1ccc(Cl)cc1Cl)Nn1c(=S)[nH]c2ncccc2c1=O
  A = .; B = 33%[activator]; C = .; D = -1%

CC(C)OCCCN1C(=O)c2[nH]nc(-c3ccccc3O)c2C1c1ccccc1F (stereo not drawn)
  A = ?; B = 14%; C = -12%[10.9 µM]; D = -9%

NC(=O)C1(N2CCCCC2)CCN(C(=O)Nc2ccc(Cl)c(Cl)c2)CC1
  A = 0.2%; B = 9%; C = -9%[10.9 µM]; D = -11%

CCN1C(=O)C(C)S/C1=N\S(=O)(=O)c1ccc(Cl)s1 (stereo not drawn)
  A = 0.3%; B = 1%; C = -14%; D = -3%

CC(NC(=O)CCn1c(=O)c2cccn2c2ccc(F)cc21)c1ccccc1 (stereo not drawn)
  A = ?; B = 7%; C = 1%[10.9 µM]; D = -15%

Cc1nc(N2CCOCC2)c2c(C(=O)Nc3cccc(C(F)(F)F)c3)c(C)oc2n1
  A = -1.7%; B = -4%; C = -7%[10.9 µM]; D = -4%

COc1cccc(C(=O)Nc2cc(-c3ccccc3)nn2-c2ccccc2)c1
  A = ?; B = 7%; C = ?; D = -22%

COC(=O)[C@@]1(Cc2ccc(OC)cc2)[C@H]2c3cc(C(=O)N4CCCC4)n(CCSCCO)c3C[C@H]2CN1C(=O)c1ccccc1
  A = .; B = 1%; C = -14%; D = -4%

Cc1cccc(NC(=O)CSc2nnc(-c3ccccc3C)o2)c1
  A = 0.1%; B = ?; C = -79%[inhibitor]; D = ?

Cn1c(=O)c2c(ncn2CCCNC2=CC(C)(C)CC(=O)C2)n(C)c1=O
  A = -4.4%; B = 8%; C = -5%; D = 0%

O=C(Cn1c(=O)n(-c2ccccc2)c(=O)c2c3c(sc21)CCCC3)Nc1ccccc1
  A = 5.4%; B = ?; C = 6%[10.9 µM]; D = 13µM*

CC1=C(C(=O)OC(C)C)C(c2cccnc2)C2=C(CC(C)(C)CC2=O)N1 (stereo not drawn)
  A = .; B = -2%; C = .; D = 2%

Cc1ccc(NC(=O)Cn2c(=O)n(-c3ccc(C)cc3)c(=O)c3c2cnn3C)cc1
  A = 2.1%; B = -2%; C = -1%[10.9 µM]; D = 35%[activator]

Cc1ccnc(-n2sc3ccccc3c2=O)n1
  A = ?; B = -15%; C = -90%[inhibitor]; D = -27%

CCOC(=O)C1CCCN(C2CC(=O)N(c3ccc(C)c(C)c3)C2=O)C1 (stereo not drawn)
  A = 0.0%; B = 6%; C = -5%; D = 14%

CC1CCCCN1CCCNC(=O)Cn1ncc2c3ccccc3n(Cc3ccccc3F)c2c1=O (stereo not drawn)
  A = -0.6%; B = -6%; C = -11%[10.9 µM]; D = -26%

O=C(CCS(=O)(=O)c1nc(-c2cccs2)cc(C(F)(F)F)n1)Nc1ccc(Br)cc1
  A = -2.6%; B = ?; C = -13%[10.9 µM]; D = ?

CCOC(=O)C1=C(C)NC(=O)NC1c1ccc(OC(C)C(=O)O)c(OC)c1 (stereo not drawn)
  A = 1.1%; B = 5%; C = 4%; D = 6%
